# High-throughput results as filed in PubChem BioAssay.
# PAFAH1B2 inh – PAFAH1B2 (human) inhibition | P68402 | recombinant PAFAH1B2, FP-rhodamine activity probe, fluorescence polarization | inhibition, % at 3.39 µM | 340,000 tested, 1.2% active;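 active means inhibition above the mean of all tested compounds plus 3 SD, cut at about 24% in these data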;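 further: 0% = enzyme with DMSO and 100% = wells lacking PAFAH1B2; many of its hits are not listed in these tables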
# Target sequence (P68402 whole entry, looked up): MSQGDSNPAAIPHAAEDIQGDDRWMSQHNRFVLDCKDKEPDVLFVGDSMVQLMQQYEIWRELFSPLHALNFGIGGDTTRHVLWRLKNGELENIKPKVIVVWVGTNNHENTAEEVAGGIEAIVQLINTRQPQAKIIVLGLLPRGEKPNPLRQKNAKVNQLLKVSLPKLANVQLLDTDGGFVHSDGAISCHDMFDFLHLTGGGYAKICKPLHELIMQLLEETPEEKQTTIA
# * marks the source's active call; other numbers are inactive results; & = joins results of further samples.
mol | PAFAH1B2 inh
O=C(Nc1c[nH]c(=O)[nH]c1=O)OCc1ccccc1 | 5
O=C(NNC(=O)c1n[nH]c2ccccc12)c1ccccc1 | 4
Cc1cccc(NC(=O)CN2CCN(C(=O)c3ccc(-c4nc5ccccc5s4)o3)CC2)c1C | 1
CNc1nc(Cl)nc2ncn(C)c12 | 4
S=c1ncc2[nH]c(=S)[nH]c2[nH]1 | -2
Nc1ccc(CSc2ccc(Cl)cc2)c(Cl)c1 | 14
CSC1(SC2=NCCN2)SC2(NCCN2)S1 | 2
Cc1cccc(-n2nc3c(c2NC(=O)c2ccc(S(=O)(=O)N4CCOCC4)cc2)CSC3)c1C | -2
O=S(=O)(Oc1ccccc1-c1ccccc1)c1ccccc1 | 19
Nc1cccc2c(O)cc(S(=O)(=O)O)cc12 | 71*
O=C1C(=O)c2ccccc2C(O)=C1CC=C(Cl)Cl | 3
COc1ccc(C(=O)c2ccc(Cl)cc2)c(OC)c1OC | 5
COc1cccc(NC(=O)CN(C)C(=O)c2cccc(NS(=O)(=O)c3ccc(Br)cc3)c2)c1 | 30*
C/C(=N\NC(=O)c1cccc(F)c1)c1ccc(NC(=O)Cc2ccccc2)cc1 | 4
COc1ccccc1C(CNC(=O)c1ccc(C)c(S(=O)(=O)N2CCCCC2)c1)N1CCCC1 (centres undefined) | 0
O=C(COC(=O)c1ccc[nH]c1=O)Nc1cc(S(=O)(=O)N2CCCCCC2)ccc1Cl | 4
Cc1cn(CC(=O)NCCNc2ccc([N+](=O)[O-])cn2)c(=O)[nH]c1=O | 1
COc1ccc(C(=O)Nc2cccc(/C=C(/CCC(=O)O)c3nc4ccccc4s3)c2)cc1 | -1
CN1CCN(C(=O)c2ccc(NS(=O)(=O)c3cccc([N+](=O)[O-])c3)cc2)CC1 | 0
O=C(Nc1cccc(C(=O)N2CCCCC2)c1)C1CC1 | 6
CC(C)CSc1ccc(S(=O)(=O)NCC(=O)O)cc1[N+](=O)[O-] | 13
OCCn1cnc2c(SCc3ccccc3)ncnc21 | 2
CN(Cc1ccccc1)C(=O)c1ccc(NC(=O)Cc2ccc(NC(=O)C3CCN(C(=O)C4CCCCC4)CC3)cc2)cc1 | 2
CC(=O)N[C@H]1[C@H]([C@H](O)[C@H](O)CO)O[C@](O)(C(=O)O)C[C@@H]1O | 1

# Overlap with the part before: two entries, then new ones.
mol | PAFAH1B2 inh
CN(Cc1ccccc1)C(=O)c1ccc(NC(=O)Cc2ccc(NC(=O)C3CCN(C(=O)C4CCCCC4)CC3)cc2)cc1 | 2
CC(=O)N[C@H]1[C@H]([C@H](O)[C@H](O)CO)O[C@](O)(C(=O)O)C[C@@H]1O | 1
Cc1cc(C(=O)N/N=C/c2ccc3ccccc3c2)n[nH]1 | 0
O=C(CN1C(=O)NC2(CCCCC2)C1=O)N1CCN(S(=O)(=O)c2ccc(F)c(F)c2F)CC1 | 4
OC(c1ccccn1)C(O)c1ccccn1 (centres undefined) | 5
O=C(CCNC(=O)c1ccc([N+](=O)[O-])cc1)NC1CCCCC1 | 4
CC(C)C(NC(=O)c1ccccc1F)C(=O)NCc1ccc(S(=O)(=O)N2CCOCC2)cc1 (centres undefined) | 4
O=C(CCOc1ccccc1)Nc1ccc(Cl)c(S(=O)(=O)N2CCOCC2)c1 | 4
Cc1noc(C)c1COc1ccccc1C(=O)NCCc1ccc(F)cc1 | 20
COc1ccccc1C=NNc1nc(C)cc(=O)[nH]1 | 3
CC(=O)OC1CCC2(C)C(CCC3C2CC(=O)C2(C)C3CC(C(C(C)=O)C(C)=O)C2C(C)=O)C1 (centres undefined) | 1
CCc1ccccc1N=Cc1c(C)c(C#N)c2[nH]c3ccccc3n2c1=O | 7
O=C(NCCCCCCCCNC(=O)c1cccc2ccccc12)c1cccc2ccccc12 | 2
Cc1ccc(NC(=O)CN2C(=O)/C(=C3\SC(=S)N(C4CCS(=O)(=O)C4)C3=O)c3ccccc32)cc1 (centres undefined) | 2
COc1cc(C(=O)Nc2cc(S(=O)(=O)N3CCOCC3)ccc2N2CCOCC2)ccc1OC(F)F | 1
CN(Cc1cccs1)C(=O)CN1CCN(S(=O)(=O)c2ccc3c(c2)OCCCO3)CC1 | -3
S=C(Nc1cccc(Cl)c1Cl)N1CCCC1 | -1
Cc1nc(N)nc(Cl)c1CCC1OCCO1 | -1
Cc1ccc(Nc2ncc3c(=O)[nH][nH]c(=O)c3n2)cc1 | 4
O=C(Nc1ccc(OC(F)F)cc1)c1cc(S(=O)(=O)N2CCOCC2)ccc1N1CCCC1 | 8
CC(=O)N(Cc1ccccc1)C1CC(=O)N(Cc2ccccc2)C1=O (centres undefined) | 2
CC(=NNC(=O)c1ccncc1)c1cccc(Br)c1 | 2
Cn1[nH]cc(C=NC(N)=O)c1=O | -1
O=[N+]([O-])c1ccc(Cl)c(S(=O)(=O)NC2=NCCC2)c1 | 1
CCOc1ccc(NC(=O)CN2C(=O)NC(C)(c3ccc4c(c3)OCCCO4)C2=O)cc1OCC (centres undefined) | -3
C=C1C(=O)OC2C1CCC(C)=C1C(=O)C3OC3(C)C12 (centres undefined) | 1

# The final 2 compounds of the section above open the next one:
mol | PAFAH1B2 inh
CCOc1ccc(NC(=O)CN2C(=O)NC(C)(c3ccc4c(c3)OCCCO4)C2=O)cc1OCC (centres undefined) | -3
C=C1C(=O)OC2C1CCC(C)=C1C(=O)C3OC3(C)C12 (centres undefined) | 1
Cc1ccc(S(=O)(=O)N(C)c2ccc(OCC(=O)OCc3nnc(-c4ccccc4)o3)cc2)cc1 | 2
Nc1nc(-c2ccccc2)c(CCCOc2ccc([N+](=O)[O-])cc2)c(=O)[nH]1 | 0
Nc1cc2c(cc1Br)-c1ccc(F)cc1C2=O | 9
CCc1ccc(NC(=O)C(C)OC(=O)CCN2C(=O)C3CC=CCC3C2=O)cc1 (centres undefined) | 5
Cc1ccc(S(=O)(=O)N2CCCCC2)cc1NS(=O)(=O)c1ccc(Cl)c(C(=O)O)c1 | 15
FC(F)(F)c1ccc(-c2cccc3c2C2CC3CCN2)cc1 (centres undefined) | -4
CC(C)NC(=O)C1(N2C(=O)c3ccccc3C2=O)CCCC1 | 3
COc1ccc(NC(=O)c2oc3ccc(S(=O)(=O)N4CCOCC4)cc3c2C)c(OC)c1 | 1

# Following part.
structure,PAFAH1B2 inh
Cc1cc(-c2csc(NCc3ccccc3)n2)c(C)n1C,0
S=P(c1ccc(N2CCOCC2)cc1N1CCOCC1)(N1CCOCC1)N1CCOCC1,0
Nc1nc(=S)ss1,1
Cc1c(NC(=O)c2nn(CC(C)C)c(=O)c3ccccc23)c(=O)n(-c2ccccc2)n1C,3
COc1ccc(C(=O)c2ccccc2C(=O)c2ccccc2)cc1,1
COc1cc2c(cc1OC)C(=Cc1ccc(N(C)C)cc1)C=C2,3
CCc1noc(C)c1C(=O)OCC(=O)Nc1ccccc1SC,0
COCC(Cc1ccccc1)NC(=O)Cn1cc(C)c(=O)[nH]c1=O (centres undefined),3
O=C1OCCN1N=Cc1ccco1,7
Cc1nc2ccc(NC(=O)COc3ccccc3)cc2s1,2
COc1ccccc1C(=O)OCC(=O)NC(=O)NC1CCCCC1,3
C[n+]1c2cc(N)ccc2cc2ccc(N)cc21,13&12
O=C(Cc1ccc(Cl)cc1)c1ccccc1,3
CC1CN(C2CCCCC2)C(=S)N(c2ccccc2)C1=O (centres undefined),2
CCCCOC(=O)C1=C(C)NC(=O)NC1c1ccc2c(c1)OCO2 (centres undefined),9
CCCOc1ccc(C(=O)CCC(=O)OCC(=O)Nc2cccc(S(N)(=O)=O)c2)cc1,5
O=C(CN1CCN(S(=O)(=O)c2cc(Br)ccc2Br)CC1)NCc1ccccc1Cl,-1
COc1ccc(-c2ccc3c(c2)C2CC3CCN2Cc2ccc(OC(F)(F)F)cc2)cc1 (centres undefined),1
C[C@H]1CN(S(=O)C(C)(C)C)[C@H](CCO)/C1=C\c1ccccc1 (some centres undefined),2
CC(=O)Nc1ccc(NC(=O)C2CC(=O)N(Cc3ccco3)C2)cc1 (centres undefined),4
Cn1cnc2nc[nH]c2c1=O,-1
CCOc1ccc(OCCC(=O)OCC(=O)Nc2cc(S(=O)(=O)N3CCOCC3)ccc2OC)cc1,4
O=C(c1cc2ccccc2[nH]1)N1O[C@@H]2C=C[C@H]1C2,5
O=C(CC(=O)N1CCOCC1)N1CCOCC1,6
Cc1ccccc1Nc1nnc(SCC(=O)c2c(N)n(C3CC3)c(=O)[nH]c2=O)s1,3
C[C@H](O)[C@@H]1C(=O)N2CCc3ccc(-c4cccc(F)c4)cc3[C@@H]2C[C@@H]1N(C)C(=O)C(C)(C)C,-7
O=[N+]([O-])c1ccc(NN=Cc2cc(Br)ccc2O)nc1,5
COc1ccc(CCNC(=O)c2ccc3c(=O)n4c(nc3c2)CCC4)cc1OC,2
Cc1onc(-c2ccccc2)c1-c1nnc(COC(=O)c2ccc(O)cc2)o1,6
CCc1ccc(-c2nn(-c3cc(Cl)ccc3[N+](=O)[O-])c(=O)c3ccccc23)cc1,6
CC(=NNC(=S)N1CC2CCC(CC2)C1)c1cccc(C)n1,0
CC12CCC(O)CC1=CCC1C2CCC2(C)C(c3ccn[nH]3)CCC12 (centres undefined),6
Nc1nc(SCc2ccccc2)c2ncn(C3OC(CO)C(O)C3O)c2n1 (centres undefined),8
Cc1cc2nccnc2cc1C,3
COc1cc(C=NNc2nc3c([nH]2)c(=O)n(C)c(=O)n3C)ccc1O,5
Cc1ccc(S(=O)(=O)N2CCN(C(=O)COC(=O)c3nc(Cl)ccc3Cl)CC2)c(C)c1,0
COc1ccc(/C=C2\SC(=S)N(CC(=O)OCC(=O)Nc3ccc([N+](=O)[O-])cc3OC)C2=O)cc1,1
Cc1ccc(NS(=O)(=O)c2cccc(C(=O)NC3CCN(Cc4ccccc4)CC3)c2)cc1,2
N#C/C(=C/c1ccc(-c2ccc(S(=O)(=O)N3CCOCC3)cc2)o1)C(=O)NC1CC1,0
CCOC(=O)C(Cc1nc(OCc2ccccc2)cc(OCc2ccccc2)n1)=NO,-5
CC(C)(C)N(Cc1ccccc1)C(=O)COC(=O)C1=NN(c2ccccc2)C(=O)CC1,8
Cc1cc(=O)oc2c(CN3CCOCC3)c(O)ccc12,-1
C/C(CCC(C)C)=N\NC(=O)COc1ccccc1-c1ccccc1,2
O=C(c1ccc([N+](=O)[O-])cc1)N1CCOCC1,-1
COc1cccc(OCC(=O)NC2CCS(=O)(=O)C2)c1 (centres undefined),3
O=C(Nc1ccccc1)SC1CCCCC1,-4
CCOC(=O)N1CCC(NC(=O)C2CCC(CNS(=O)(=O)c3ccc(OC)cc3)CC2)CC1 (centres undefined),-3
COc1ccccc1NS(=O)(=O)c1cc(C(=O)NCCCN2CCCC2=O)ccc1C,-1

# A draw from above in order of length of the SMILES, ascending.
structure,PAFAH1B2 inh
O=C(Nc1ccccc1)SC1CCCCC1,-4
O=C(c1ccc([N+](=O)[O-])cc1)N1CCOCC1,-1
CC(C)(C)N(Cc1ccccc1)C(=O)COC(=O)C1=NN(c2ccccc2)C(=O)CC1,8

# Looked up by structure from the list above, three records:
structure,PAFAH1B2 inh
COc1cccc(OCC(=O)NC2CCS(=O)(=O)C2)c1 (centres undefined),3
COc1ccc(/C=C2\SC(=S)N(CC(=O)OCC(=O)Nc3ccc([N+](=O)[O-])cc3OC)C2=O)cc1,1
O=C(c1ccc([N+](=O)[O-])cc1)N1CCOCC1,-1

# Carrying on.
structure,PAFAH1B2 inh
COc1ccccc1CNC(=O)c1ccccc1SCC(=O)NCc1ccco1,0
Cc1n[nH]c(C)c1S(=O)(=O)N1CCN(S(=O)(=O)c2cccc(F)c2)CC1,-3
COc1ccccc1NC(=O)C(C)OC(=O)Cc1ccsc1 (centres undefined),-1
CCOc1ccc(-c2nnc3ccc(SCC(=O)N4CCN(c5ccccc5)CC4)nn23)cc1,5
CCCCN(C(=O)C1CC(=O)N(c2ccc(CC)cc2)C1)c1c(N)n(CCC)c(=O)[nH]c1=O (centres undefined),-1
O=C1CCC2(CCCCC2)N1,3
CC(=O)N[C@@H](C)C(=O)OC(C)C(=O)Nc1cccc([N+](=O)[O-])c1 (some centres undefined),4
Cc1cc(C)nc(SCC(=O)NNS(=O)(=O)c2ccc(C#N)cc2)n1,6
O=C([O-])c1cc(-c2ccccc2)cc(-c2ccccc2)[n+]1CCc1ccc(Cl)cc1,2
COc1ccc(CCNC(=O)CN2C(=O)NC3(CCOc4ccccc43)C2=O)cc1 (centres undefined),5
CN(CC(=O)Nc1ccc(OC(F)(F)F)cc1)C(=O)c1ccccc1SCC(=O)N1CCCC1,-3
OC[C@H]1O[C@@H](Oc2ccc(O)cc2)[C@H](O)[C@@H](O)[C@@H]1O,3
O=C(Cc1cccc(NC(=O)C2CCCN(C(=O)CCc3ccccc3)C2)c1)Nc1ccc(C(=O)N2CCCCC2)cc1 (centres undefined),-1
Cc1ccc(OCC(=O)NNC(=O)[C@@H]2CCCC[C@@H]2C(=O)O)c(Br)c1,6
CCOC(=O)c1c(C)[nH]c(C(=O)COC(=O)[C@H](C)N2C(=O)C3CCCCC3C2=O)c1C (some centres undefined),3
Cc1cc(C(=O)COC(=O)Cc2n[nH]c(=O)c3ccccc23)c(C)n1CC(F)(F)F,-1
CC(=O)c1ccc(OCc2cn(CC(=O)c3ccc(O)cc3)nn2)cc1,6
O=C(CCNS(=O)(=O)c1ccc(OC(F)(F)F)cc1)Nc1cccc(S(=O)(=O)N2CCCC2)c1,4
CC1(C)Cc2c(sc3c2c(=O)n(Cc2ccccc2)c2nncn32)CO1,4
CN(C)c1nc(N)c(C#N)c(C#N)c1C#N,2
O=[N+]([O-])c1cc(Br)ccc1C[n+]1ccccc1,0
CC(=O)Oc1ccc(Cl)cc1CN(C(C)=O)C1CCCCC1,9
COc1ccccc1-n1nnnc1SCC(=O)NCC1(N2CCCCC2)CCCCC1,1
COc1ccc(OC)c(NC(=O)C(C)OC(=O)c2cc3ccccc3[nH]2)c1 (centres undefined),2

# A portion of the library; rates above refer to the full screens.
